MsrA inhibitor – inhibitors of bovine MsrA; purified bovine MsrA, absorbance read-out; inhibition, % at 15.5 µM; actives 0.75% (n = 360,000); AID 651718; in the data active = inhibition above about 4.5%;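 note: 0% = vehicle wells with enzyme and 100% = reference inhibitor wells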
NadD block – inhibitors of Staphylococcus aureus NadD. inhibition, % at 20 µM. actives 0.78% (n = 360,000). purified NadD enzyme, colorimetric absorbance read-out; in the data active = inhibition above about 26%; note: some compounds past the cut are filed as inactive
Tb MetRS inh – blocks T. brucei methionyl-tRNA synthetase activity; purified T. brucei MetRS, ATP depletion, Kinase-Glo luminescence; inhibition, % at 11.9 µM; actives 0.4% (n = 360,000);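 active = inhibition above a per-plate cutoff of the control wells' mean inhibition plus 3 SD, cut at about 5.5% in these data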;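 note: 0% = DMSO wells median and 100% = median of wells with control inhibitor compound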
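System: purified T. brucei MetRS enzyme / Detection: Kinase-Glo luciferase luminescence reporting remaining unconsumed ATP / Medium: HEPES buffer with MgCl2, KCl, DTT, spermine, BSA, pyrophosphatase / Replication: singlicate, one well per compound / Evaluation: percent inhibition relative to median high and low control wells / Schedule: 2 h aminoacylation at 25 °C after 15 min preincubation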
STEP inh – inhibitors of human striatal-enriched phosphatase STEP; P54829; recombinant STEP, OMFP fluorogenic substrate, fluorescence; inhibition, % at 20 µM; actives 0.25% (n = 360,000); AID 588621;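 active = inhibition at 20 µM, scaled per plate between control wells, above about 37%, limit read from the data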;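 note: 0% = DMSO with enzyme and substrate and 100% = substrate only without enzyme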
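Material: STEP (striatal-enriched tyrosine phosphatase) enzyme, cell-free; Compound dosing: 20 µM single dose in 1% DMSO; Technique: fluorescence read at 480 nm ex / 540 nm em; Times: reaction 20 min, ambient temperature; Medium: 50 mM Bis-Tris pH 6.0 with 2.5 mM DTT and 0.005% Tween 20; Also added: OMFP at 25 µM.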
Scp-1 inhibitor – inhibitors of human Scp-1 phosphatase; Q9GZU7; Recombinant Scp1, phosphopeptide, malachite green phosphate absorbance; inhibition, % at 20 µM; actives 0.88% (n = 340,000); AID 493091;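 active = inhibition above about 50% at 20 µM, limit read from the data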;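 note: plate controls were DMSO wells with enzyme for no effect and wells lacking enzyme for full effect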
Target sequence (Q9GZU7 76-261 limits assumed): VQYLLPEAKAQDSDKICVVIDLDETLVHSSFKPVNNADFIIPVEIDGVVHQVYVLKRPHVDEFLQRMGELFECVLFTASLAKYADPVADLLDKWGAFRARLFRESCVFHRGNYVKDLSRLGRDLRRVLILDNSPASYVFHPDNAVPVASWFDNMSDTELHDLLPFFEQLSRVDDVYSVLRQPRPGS
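Times: enzyme reaction 45 min at room temperature, colour 5 min, stabilisation 30 min. Material: SCP-1 catalytic fragment, aa 76-261. Medium: Acidic Tris acetate buffer with magnesium and detergent. Signal: colorimetric free-phosphate detection, absorbance 630 nm. Read-out basis: % inhibition of SCP-1 phosphate liberation. Reagent: Phosphorylated 17-residue peptide substrate.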
SUMO1-SIM PPI – SUMO1-SIM interaction modulation. P63165. SUMO1 binding to a labelled peptide, TR-FRET, 1 h. inhibition, % at 20 µM. actives 0.33% (n = 360,000); in the data active = inhibition above about 37%
Target sequence (P63165 whole entry, looked up): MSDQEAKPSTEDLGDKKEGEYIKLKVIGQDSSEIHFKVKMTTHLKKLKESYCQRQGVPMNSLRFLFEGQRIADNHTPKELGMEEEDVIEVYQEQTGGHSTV
Rpn11 block – blocks the human proteasome subunit Rpn11; O00487; human 26S proteasome, Ub4-pepOG fluorescence polarization; 20S core pre-blocked with epoxomicin; calls only at 20 µM; actives 0.59% (n = 360,000); AID 588493;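 active = inhibition at 20 µM, scaled to each plate's controls, above about 33%, limit read from the data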
Target sequence (O00487 whole entry, looked up): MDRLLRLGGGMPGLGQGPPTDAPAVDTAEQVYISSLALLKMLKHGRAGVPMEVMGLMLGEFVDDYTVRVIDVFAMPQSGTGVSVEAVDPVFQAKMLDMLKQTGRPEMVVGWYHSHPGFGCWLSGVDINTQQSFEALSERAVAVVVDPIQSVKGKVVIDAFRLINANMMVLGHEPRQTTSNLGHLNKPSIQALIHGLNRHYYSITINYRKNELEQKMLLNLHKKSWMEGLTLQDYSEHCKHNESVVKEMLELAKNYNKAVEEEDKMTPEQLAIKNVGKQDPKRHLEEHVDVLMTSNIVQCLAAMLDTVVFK
CSN inh – inhibitors of human CSN-mediated cullin deneddylation. actives 0.38% (n = 360,000). AID 651999. inhibition, % at 12.5 µM. Purified CSN, SCF-Nedd8-OG deneddylation, fluorescence polarization;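 active = pattern-corrected inhibition above about 35%, with an unprinted fluorescence ratio check between 0.5 and 1.5, limit read from the data, passing the limit was not always enough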;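 note: 0% = enzyme with substrate and 100% = substrate without enzyme; some results filed as inactive read as strong as hits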
Target sequence (Q92905 whole entry, looked up, one chain of several): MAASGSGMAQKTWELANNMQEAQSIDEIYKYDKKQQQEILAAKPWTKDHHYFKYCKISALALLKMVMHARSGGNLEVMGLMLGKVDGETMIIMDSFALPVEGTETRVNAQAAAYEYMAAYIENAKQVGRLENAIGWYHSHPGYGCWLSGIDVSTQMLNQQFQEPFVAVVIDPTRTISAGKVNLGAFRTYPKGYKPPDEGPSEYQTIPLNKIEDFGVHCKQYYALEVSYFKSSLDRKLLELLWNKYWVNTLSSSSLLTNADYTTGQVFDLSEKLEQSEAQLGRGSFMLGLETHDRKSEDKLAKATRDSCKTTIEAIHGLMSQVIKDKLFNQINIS
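Assay system: HEK293T-derived human Csn5 enzyme; quantity: 0.24 nM enzyme; medium: Tris/NaCl/DTT buffer, pH 7.5; also added: substrate SCFSkp2-Nedd8OG, 10 nM; doses: 12.5 µM compound; schedule: 90 min reaction at room temperature; signal: FP; read-out: % inhibition of substrate cleavage by Csn5; benchmarks: substrate-only high control, full reaction low control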
LMPTP inh – LMPTP (human) inhibition; recombinant LMPTP-A, OMFP fluorogenic substrate, fluorescence intensity; AID 651560; inhibition, % at 20 µM; actives 0.22% (n = 360,000);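 active = compounds that cut the enzyme signal by at least half of the control window in the single-dose screen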;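 note: plate controls were DMSO wells with enzyme plus substrate for no effect and substrate without enzyme for full effect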
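Material: LMPTP-A; amount: 0.625 nM enzyme; doses: single 20 µM dose; times: reaction 50 min, room temperature, dark; technique: fluorescence intensity of OMFP turnover product; benchmarks: no-enzyme and uninhibited controls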
DNMT1 block – DNMT1 (human) enzyme inhibition; P26358; DNMT1 molecular beacon, Hinp1I cleavage, fluorescence; inhibition (reported as % activation of signal), % at 10 µM; actives 0.83% (n = 360,000); AID 588458; in the data active = inhibition above about 50%
Starred values were filed as active, the others as inactive; i = inactive; / = not tested or not shown; + = active, no number.

SMILES	MsrA inhibitor	NadD block	Tb MetRS inh	STEP inh	Scp-1 inhibitor	SUMO1-SIM PPI	Rpn11 block	CSN inh	LMPTP inh	DNMT1 block
CCOC(=O)C(=O)Nc1ccccc1C#N	-1.0	6	-0.7	4	1	0	i	-1	-3.5	1
CC(=O)Nc1ccc(NS(=O)(=O)C(F)(F)F)cc1	0.7	2	-0.7	1	-11	0	i	3	-0.5	-3
CCOC(=O)c1ccc(Nc2cc(C)nc3ncnn23)cc1	4.2	-4	-0.5	-4	-1	4	i	-5	0.4	-5
Cc1ccc(C(=O)Nc2ccc3c(c2)OCO3)cc1S(=O)(=O)N1CCOCC1	-1.1	0	0.4	2	-5	12	i	-7	-0.1	1
CCOc1ccccc1NC(=O)CCCN1C(=S)NC(C)(C)CC1C (centres undefined)	0.2	2	-0.9	-4	1	1	i	0	-4.0	-1
C=C(C)c1cccc(C(C)(C)NC(=O)Nc2ccc(C(C)=O)cc2)c1	0.0	-1	0.7	-2	-11	-2	i	5	0.8	-7
O=C(CNC(=O)c1ccccc1Cl)N/N=C/c1ccc2c(c1)OCO2	0.7	-3	0.1	2	-7	-12	i	4	-0.3	-4
CCSc1nnc(NC(=O)C(C)(C)C)s1	-0.7	3	-0.1	5	-2	4	i	-5	-0.4	7
COc1ccc(NC(=O)C2CC(c3c(F)cccc3Cl)=NO2)cc1 (centres undefined)	0.1	-8	-1.5	-2	-5	1	i	-9	-0.4	5
COc1ccc(C(C(=O)NC(C)(C)C)N(Cc2cccnc2)C(=O)CCC(=O)Nc2cc(C)on2)cc1 (centres undefined)	1.4	-4	0.4	-1	-10	-1	i	0	0.8	0
CCCC(C(=O)NC1CCCC1)N(CCN(CC)CC)C(=O)c1snc(C(N)=O)c1N (centres undefined)	2.0	-4	-0.6	0	-3	-1	i	0	-0.7	3
Cc1ccc(O)c(C(=O)c2cnn(C(=O)COc3ccc(Cl)cc3)c2)c1	-0.7	9	-0.6	32	82*	1	+	-3	25	22
OCCC1CN(Cc2cccc(-c3ccco3)c2)CCN1Cc1ccsc1 (centres undefined)	0.4	-6	-0.7	2	-4	-1	i	0	0.4	7
CCOc1ccc2[nH]c3c(NCCCOC)ncnc3c2c1	1.8	-5	1.7	3	-7	12	i	0	0.2	2
C=CCNC(=S)N(CC)c1cccc2ccccc12	1.8	0	0.0	-2	-4	-2	i	-13	-0.2	-2
CNC(=O)CSc1nnc(-c2ccc3c(c2)OCO3)n1C	-0.2	-1	-0.6	0	-3	-1	i	-1	-1.8	-3
CCCn1c(N)c(N(CCOC)C(=O)c2cc3c(s2)CCCCC3)c(=O)[nH]c1=O	0.4	2	-0.2	2	-11	2	i	-4	-0.5	3
O=C(c1cccc(Cl)c1)N1CCn2c1nc1ccccc12	0.1	0	-0.2	-1	-7	-3	i	0	-1.8	2
O=C(NC(NC1CCS(=O)(=O)C1)C(Cl)(Cl)Cl)c1ccc(Br)cc1 (centres undefined)	-0.3	1	0.0	0	-17	3	i	-7	-1.2	-1
CCOC(=O)C(=C1Nc2ccccc2N1)n1c(-c2ccco2)nc2ccccc21	2.1	4	0.5	/	/	3	/	5	3.8	/
Clc1cc(Cl)cc(CN2CCSCC2)c1	0.6	-2	-0.3	2	-4	5	i	-2	-1.2	1
Cc1ccc(-c2nnn(CC(=O)NCCC3=CCCCC3)n2)cc1	-1.8	1	-0.3	2	-7	3	i	-2	-1.1	0
O=C(Nc1c2c(nc3c1CCC3)CCCC2)c1ccccn1	0.3	-4	0.5	1	-2	3	i	-4	-0.8	-2
C=CCNC(=O)NC(=O)c1csc([N+](=O)[O-])c1	-0.1	2	-0.2	1	-5	-33	i	0	-0.6	-3
CCCCN(C(=O)c1cccc(S(=O)(=O)N2CC(C)OC(C)C2)c1)c1c(N)n(CCCC)c(=O)[nH]c1=O (centres undefined)	0.0	-8	-0.8	-1	2	1	i	2	-0.9	4

(cont.)
SMILES	MsrA inhibitor	NadD block	Tb MetRS inh	STEP inh	Scp-1 inhibitor	SUMO1-SIM PPI	Rpn11 block	CSN inh	LMPTP inh	DNMT1 block
COc1cc2c(cc1OC)CN(CC(=O)Nc1ccc(Cl)c(S(=O)(=O)N(C)C)c1)CC2	/	-1	-0.6	3	/	2	i	3	-0.7	-12
CCC(CC)C(=O)N(C)c1c(C)nc2c(OCC(=O)C(C)(C)C)cccn12	0.4	1	-0.3	2	/	2	i	0	-0.9	-1
O=C1CS(=O)CN1c1ccc(Oc2ccccc2)cc1 (centres undefined)	-1.1	-3	0.0	-1	-10	-2	i	4	-0.7	-2
CC[C@@]12C(=O)N(c3cccc(F)c3)C(=O)N1[C@H](c1ccc(F)cc1)[C@@H]1C(=O)N(C3CCCCC3)C(=O)[C@@H]12	/	0	-0.3	-1	-6	0	i	1	0.9	3
COc1ccc(Cl)cc1NC(=O)c1cnc2sccn2c1=O	0.0	1	0.2	0	-2	3	i	-5	-1.3	-1
COc1ccc(C(=O)N2CCCC(CNC(=O)c3ccccc3Cl)C2)o1 (centres undefined)	1.1	-1	0.2	-4	-13	5	i	-4	-0.6	0
O=C(COC(=O)c1ccncc1)NCCCc1ccccc1	0.8	6	0.0	2	-3	-2	i	-3	0.3	1
Cc1ccc(-c2nnc3n2N=C(c2ccc(Br)cc2)CS3)cc1	-0.5	4	-0.5	6	34	10	i	7	23	42
COc1cccc(OCc2nnc(SCC(=O)NCc3ccco3)n2C)c1	-0.6	9	-0.1	-2	9	-1	i	1	-1.2	1
Cc1ccc(C)c(NC(=O)CCCCCN2C(=O)[C@@H]3Cc4ccccc4CN3C2=O)c1	0.0	-4	-0.4	-2	-3	0	i	1	-0.9	-1
CCCCNC(=O)C(NC(=O)c1ccc2c(c1)OCO2)C(=O)c1ccccc1 (centres undefined)	0.3	/	-0.5	/	/	-3	/	-1	-0.1	/
O=C(NCCSCc1ccco1)c1ccc(=O)[nH]c1	0.1	-2	-0.9	0	8	0	i	4	0.8	3
O=C(NCN1CCc2ccccc2C1)c1ccccc1	0.3	-2	-1.0	-3	-7	1	i	4	-0.6	0
CCOC(=O)c1cccc(NC(=O)CSc2nnc(COc3ccc(Cl)cc3)o2)c1	-0.7	-5	-0.6	-4	-10	1	i	0	-3.8	9
O=C(CCCN1C(=O)c2ccccc2C1=O)Oc1ccc(F)cc1	-0.2	-8	-0.3	1	-6	-8	i	-4	0.5	-1
O=S(=O)(c1ccc(F)cc1)N(CCO)CC(O)Cn1c2ccccc2c2ccccc21 (centres undefined)	0.0	-18	-1.1	-2	-6	-4	i	-1	0.2	-12
CCOC(=O)N1CCN(c2ccc(S(=O)(=O)N3CCC(C)CC3)cc2[N+](=O)[O-])CC1	-0.3	-7	-0.6	2	-6	-24	i	-3	1.9	-2
O=c1[nH]cc(S(=O)(=O)N2CCN(c3cccc(C(F)(F)F)c3)CC2)c(=O)[nH]1	-0.1	3	-0.4	2	-1	1	i	-2	-1.6	0
CCCCCCCCN1C(=O)[C@H](CC(=O)N2CCN(C(=O)C3CC3)CC2)C[C@@]2(C(=O)OCC)CCCC=C12	-0.2	9	-0.2	/	/	2	/	2	0.4	/
CC(=O)NC1CCN(C(=O)N2CCCC2)CC1	-0.8	-2	0.2	-2	-12	3	i	2	-2.0	-1
COc1ccc(CN2CCCC(C(=O)N3CCCC3)C2)cc1 (centres undefined)	-0.3	3	-0.9	1	-9	0	i	-2	-1.6	2
O=C(Nc1cc2c(cc1Cl)OCCO2)c1ccco1	1.0	4	-2.0	2	-5	-2	i	-2	-0.1	-1
CC(CC1CC(C)(C)OC1=O)C(=O)Nc1ccc([N+](=O)[O-])cc1 (centres undefined)	2.2	-7	0.2	0	-2	-17	i	-8	-2.7	-1
O=C(NC(Cc1ccccc1)C(=O)O)/C(=C\c1ccccc1)NC(=O)c1ccc(Br)o1 (centres undefined)	-1.2	-4	-0.6	-2	-2	2	i	0	-1.1	2
CCOc1ccc(NC(=O)COC(=O)CN2CCCCCC2=O)cc1	0.6	-2	0.4	-2	0	5	i	1	-2.0	-4

Part of the list above, reformatted:
Molecule,MsrA inhibitor,NadD block,Tb MetRS inh,STEP inh,Scp-1 inhibitor,SUMO1-SIM PPI,Rpn11 block,CSN inh,LMPTP inh,DNMT1 block
CCOC(=O)c1cccc(NC(=O)CSc2nnc(COc3ccc(Cl)cc3)o2)c1,-0.7,-5,-0.6,-4,-10,1,i,0,-3.8,9
O=C(CCCN1C(=O)c2ccccc2C1=O)Oc1ccc(F)cc1,-0.2,-8,-0.3,1,-6,-8,i,-4,0.5,-1
O=S(=O)(c1ccc(F)cc1)N(CCO)CC(O)Cn1c2ccccc2c2ccccc21 (centres undefined),0.0,-18,-1.1,-2,-6,-4,i,-1,0.2,-12

More records
SMILES	MsrA inhibitor	NadD block	Tb MetRS inh	STEP inh	Scp-1 inhibitor	SUMO1-SIM PPI	Rpn11 block	CSN inh	LMPTP inh	DNMT1 block
Cc1cc(=O)oc2cc(OC(C)C(=O)Nc3ccc(N4CCOCC4)cc3)ccc12 (centres undefined)	0.6	-10	-0.1	-3	-5	0	i	-2	0.4	-12
CC(C)NC(=O)C1(C)CSCC(=O)N1CCCN1CCOCC1 (centres undefined)	-0.3	/	-0.6	/	/	-2	/	2	-4.6	/
Cc1ccccc1-c1nnc(SCC(=O)c2c(N)n(C3CC3)c(=O)[nH]c2=O)o1	0.7	-3	-0.4	-3	-10	-2	i	-1	-2.0	-1
CCOC(=O)N1CCN(S(=O)(=O)N2CCCC(C(=O)NCCc3ccccc3)C2)CC1 (centres undefined)	0.3	-3	0.0	-1	-5	3	i	-7	-0.8	-1
O=C(Nc1ncccn1)C1CCCCC1	0.3	-2	0.0	0	-1	-2	i	-6	0.1	5
O=C(CCSc1ccc(Cl)cc1)N1CCOCC1	-1.7	-1	-0.3	-4	-7	2	i	7	-3.2	-2
COCCn1c(Cc2ccccc2)nnc1SCC(=O)N1CCCCC1C (centres undefined)	-0.6	-1	0.2	0	-2	0	i	2	0.1	0
CCNC(=S)NNC(=O)c1cccnc1	0.0	0	-0.8	1	-5	0	i	-1	-0.4	1
